# M4 ag: CHRM4 agonism in calcium assay | CHO-K1 hM4/Gqi5, Fluo-8 calcium fluorescence; vehicle 0%, full acetylcholine response 100% | P08173 | hit rate 0.14% among 360,000 | activation, % at 3 µM | AID 624127;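 active means activation above the run mean over all test wells plus 3 SD, cut at about 32% in these data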;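 further: peak over basal fluorescence ratio per well then scaled between controls; 0% = DMSO wells and 100% = acetylcholine at EC100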
# Target sequence (P08173 whole entry, looked up): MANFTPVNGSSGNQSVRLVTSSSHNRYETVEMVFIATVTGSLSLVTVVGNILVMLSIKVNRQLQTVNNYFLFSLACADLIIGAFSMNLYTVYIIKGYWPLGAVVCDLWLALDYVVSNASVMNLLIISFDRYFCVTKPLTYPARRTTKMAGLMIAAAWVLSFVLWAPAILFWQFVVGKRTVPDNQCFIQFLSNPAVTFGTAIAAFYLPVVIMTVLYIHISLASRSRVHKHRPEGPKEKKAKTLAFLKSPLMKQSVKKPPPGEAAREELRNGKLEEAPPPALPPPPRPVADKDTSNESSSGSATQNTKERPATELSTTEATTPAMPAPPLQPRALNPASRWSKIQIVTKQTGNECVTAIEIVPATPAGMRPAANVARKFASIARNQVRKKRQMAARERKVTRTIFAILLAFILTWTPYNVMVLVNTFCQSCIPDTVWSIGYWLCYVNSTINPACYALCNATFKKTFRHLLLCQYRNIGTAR
# CHRM5 PAM: potentiates acetylcholine response at human M5 receptor | P08912 | CHO-K1 hM5, Fluo-8 calcium, ACh EC20 PAM; 0% = ACh EC20, 100% = ACh EC100 | activation, % at 3 µM | hit rate 0.3% among 360,000 | AID 624038;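 active means activation above the run cutoff, the mean activation of all test compounds plus 3 SD, cut at about 18% in these data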
# Target sequence (P08912 whole entry, looked up): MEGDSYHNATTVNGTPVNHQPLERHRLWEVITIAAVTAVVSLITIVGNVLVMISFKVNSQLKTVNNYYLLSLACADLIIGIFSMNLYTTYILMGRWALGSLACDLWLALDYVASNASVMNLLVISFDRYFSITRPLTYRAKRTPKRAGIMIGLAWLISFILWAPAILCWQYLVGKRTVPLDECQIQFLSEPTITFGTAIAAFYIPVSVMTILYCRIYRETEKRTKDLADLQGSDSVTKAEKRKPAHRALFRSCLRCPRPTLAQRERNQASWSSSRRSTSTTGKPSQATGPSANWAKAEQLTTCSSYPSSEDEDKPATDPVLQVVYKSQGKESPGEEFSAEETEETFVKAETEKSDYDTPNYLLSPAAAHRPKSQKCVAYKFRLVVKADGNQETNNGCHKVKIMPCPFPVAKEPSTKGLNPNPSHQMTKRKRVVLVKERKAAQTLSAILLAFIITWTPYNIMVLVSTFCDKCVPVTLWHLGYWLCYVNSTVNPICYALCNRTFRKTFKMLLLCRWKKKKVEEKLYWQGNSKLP
#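 system = human M5 receptor in CHO-K1 cells | reagent = EC20 acetylcholine as agonist stimulus | compound dosing = single-point, 3 µM nominal | incubation = Fluo-8 loading 80 min at 37 °C plus 30 min room temperature | detection = Fluo-8 calcium dye fluorescence, kinetic read | benchmarks = low control EC20 acetylcholine (0%), high control EC100 acetylcholine (100%)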
# CHRM4 PAM: positive allosteric modulators of human muscarinic M4 receptor | hit rate 0.4% among 360,000 | activation, % at 3 µM | AID 624126 | CHO-K1 hM4/Gqi5, Fluo-8 calcium fluorescence, ACh EC20; 0% = ACh EC20, 100% = maximal ACh;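 active means activation above its plate's cutoff, the mean activation of sample wells plus 3 SD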; further: some results filed as inactive read as strong as hits
# CHRM4 antagonist: blocks acetylcholine activation of human M4 receptor; P08173; CHO-hM4 cells, ACh EC80, Fluo-8 calcium fluorescence; inhibition, % at 3 µM; hit rate 0.73% among 360,000; AID 624125;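 active means inhibition above its plate's cutoff, the mean inhibition of sample wells plus 3 SD, cut at about 27% in these data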;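 further: 0% = acetylcholine EC80 with DMSO and 100% = DMSO without agonist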
# CHRM5 agonist: CHRM5 agonism in calcium assay. P08912. CHO-K1 hM5 cells, Fluo-8 calcium fluorescence; 0% DMSO wells, 100% maximal acetylcholine response. activation, % at 3 µM. hit rate 0.19% among 360,000;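 active means activation above the run's mean over test compounds plus 3 SD, cut at about 23% in these data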;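 further: signal is peak over basal fluorescence ratio across the kinetic read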
# CHRM5 antagonist: antagonists of human muscarinic M5 receptor (CHRM5). CHO-hM5 cells, Fluo-8 calcium fluorescence, ACh EC80. hit rate 0.59% among 360,000. inhibition, % at 3 µM. P08912;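 active means inhibition above a per-plate cutoff, the mean of that plate's test compounds plus 3 SD, cut at about 27% in these data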;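 further: 0% = acetylcholine EC80 with DMSO and 100% = DMSO without agonist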
# CRFBP-R2 agonist: agonists of human CRF-binding protein/CRF-R2 receptor complex. HEK293 CRF-R2/CRF-BP, calcium dye fluorescence (FLIPR); percent of saturating CRF peptide response. activation, % at 13.2 µM. hit rate 0.46% among 350,000. AID 588473;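 active means activation of at least 50%, plus an integration ratio under a set limit after plate pattern correction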;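 further: plate controls were neutral control wells without compound for no effect and CRF at EC100 for full effect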
# CHRM1 PAM: positive allosteric modulators of human M1 muscarinic receptor | P11229 | CHO-K1 hM1, Fluo-8 calcium fluorescence, ACh EC20; 0% = ACh EC20, 100% = maximal ACh | activation, % at 3 µM | hit rate 0.088% among 360,000 | AID 588819; in the data active means activation above about 19%, passing the limit was not always enough
# CRFBP-R2 block: CRF-BP/CRF-R2 complex antagonism; AID 588475; HEK293 CRF-R2/CRF-BP, CRF-induced calcium fluorescence; inhibition, % at 11.8 µM; hit rate 0.59% among 350,000;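 active means inhibition of the ligand-induced calcium signal above about 50% at the single tested concentration, limit read from the data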
# Active calls of the source: *; x = not tested or not shown. Random draw from the library (roughly 2.6% active in at least one column).
CHRM4 PAM	CHRM4 antagonist	CRFBP-R2 agonist	CRFBP-R2 block	CHRM1 PAM	CHRM5 agonist	CHRM5 PAM	M4 ag	CHRM5 antagonist	SMILES
-2	-3	1.6	8	5	-6	-1	3	3	CC1=CC(C)C2(CO)COC(c3ccccc3O)C1C2C (configuration not stated)
3	3	-1.4	-4	-4	-8	-3	1	17	COc1cccc(CN2CCCC(CNC(=O)c3ccc(F)cc3)C2)c1OC (configuration not stated)
0	-11	2.8	1	2	-1	4	8	-18	Nc1nonc1-n1nnc(C(=O)N/N=C/c2ccncc2)c1CSc1ccc(Cl)cc1
-6	5	4.2	-5	-1	-1	-2	-1	2	CCOC(=O)Cc1csc(Nc2c(C)n(C)n(-c3ccccc3)c2=O)n1
1	5	-0.5	5	4	-3	0	1	1	O=C(CCc1ccccc1)Nc1ncc2c(n1)CCCC2=O
-3	9	-0.1	-9	4	0	-4	1	16	Cc1ccc(S(=O)(=O)N2CCN(C(=O)CSc3n[nH]c(N)n3)CC2)c(C)c1
4	0	6.2	-7	6	2	7	1	-4	O=C1c2c(O)cccc2Cc2cccc(O)c21
3	-12	1.6	-35	-5	-6	2	5	5	Cn1c(CNc2nc(-c3ccccc3)cs2)nnc1SCC(=O)c1ccccc1
6	-2	0.1	7	3	-1	3	0	-3	CC(C)CCn1c(S(=O)(=O)O)nc2ccccc21
-2	12	-5.1	23	10	0	-3	1	0	Cc1cccc(NC(=O)Cn2c(=O)n(CCC(=O)NC3CCCC3)c(=O)c3ccccc32)c1

# Compound profiles (already shown). Screens in order: CHRM4 PAM	CHRM4 antagonist	CRFBP-R2 agonist	CRFBP-R2 block	CHRM1 PAM	CHRM5 agonist	CHRM5 PAM	M4 ag	CHRM5 antagonist
# Shown for CCOC(=O)Cc1csc(Nc2c(C)n(C)n(-c3ccccc3)c2=O)n1 : -6	5	4.2	-5	-1	-1	-2	-1	2
# Shown for COc1cccc(CN2CCCC(CNC(=O)c3ccc(F)cc3)C2)c1OC (configuration not stated) : 3	3	-1.4	-4	-4	-8	-3	1	17
# Shown for CC(C)CCn1c(S(=O)(=O)O)nc2ccccc21 : 6	-2	0.1	7	3	-1	3	0	-3
# Shown for O=C(CCc1ccccc1)Nc1ncc2c(n1)CCCC2=O : 1	5	-0.5	5	4	-3	0	1	1

# Returning to the listing; the three compounds before the break are reprinted first.
CHRM4 PAM	CHRM4 antagonist	CRFBP-R2 agonist	CRFBP-R2 block	CHRM1 PAM	CHRM5 agonist	CHRM5 PAM	M4 ag	CHRM5 antagonist	SMILES
3	-12	1.6	-35	-5	-6	2	5	5	Cn1c(CNc2nc(-c3ccccc3)cs2)nnc1SCC(=O)c1ccccc1
6	-2	0.1	7	3	-1	3	0	-3	CC(C)CCn1c(S(=O)(=O)O)nc2ccccc21
-2	12	-5.1	23	10	0	-3	1	0	Cc1cccc(NC(=O)Cn2c(=O)n(CCC(=O)NC3CCCC3)c(=O)c3ccccc32)c1
1	1	-0.6	7	10	-2	5	1	-2	CCOc1ccc(NS(=O)(=O)c2ccc3[nH]c(=O)cc(C(=O)O)c3c2)cc1
10	-1	x	x	4	2	1	1	0	CCCC(=O)N1CCC1(C)C(=O)NS(=O)(=O)c1cccc(C)c1 (configuration not stated)
5	-7	0.6	-3	9	2	3	0	5	COc1cc(/C=N/Nc2nc(=O)[nH]nc2C)cc([N+](=O)[O-])c1O
7	1	x	x	6	1	3	1	-2	Cc1ccc(S(=O)(=O)NC(=O)C2(C)CCN2C(=O)C2CCCCC2)cc1 (configuration not stated)
-8	-6	2.1	-3	6	-6	-1	1	-2	O=C(CN1C(=O)CSc2ccc(S(=O)(=O)N3CCCCC3)cc21)NCc1cccnc1
-9	-2	-0.7	3	11	0	0	2	-12	Cc1ccc(S(=O)(=O)N(C)C)cc1-n1c(SCC(=O)Nc2ccc(F)cc2Cl)nc2ccccc2c1=O
3	-2	-0.5	-18	4	3	3	3	-1	Cn1c(C2CC(=O)N(Cc3ccccc3)C2)nc2ccccc21 (configuration not stated)
-6	6	-1.2	14	0	-3	-9	0	5	COc1ccc(/C=C/C(=O)NC(=S)Nc2cc3oc4ccccc4c3cc2OC)cc1
4	-19	0.2	-6	1	-1	5	2	4	Cc1ccccc1NS(=O)(=O)c1c(C(=O)N2CCCCCC2)c(C)n(C)c1C
4	-1	0.8	-15	9	3	0	1	2	COCOc1ccc(-c2oc3c(C/C=C(\C)CCC=C(C)C)ccc(O)c3c(=O)c2OCOC)c(OCOC)c1
-7	0	-0.2	-3	-1	2	2	3	2	COc1ccc(S(=O)(=O)Cc2ccc(C(=O)NCc3ccccc3)o2)cc1
-9	3	20	8	-14	8	-25	20	33*	CCOc1ccc(NC(=O)Nc2nc(SCC)ns2)cc1
2	-9	-3.0	12	6	-5	-5	1	14	CS(=O)(=O)Nc1cccc(-c2cn3ccccc3n2)c1
4	-17	-0.2	5	7	2	-2	3	-7	COc1ccc(C(C)(C)C)cc1NC(=O)CN(C)C1=NS(=O)(=O)c2ccccc21
-17	17	-0.1	-18	-24	-8	-8	1	0	CCN(CC1CCCN(CCc2cccc(F)c2)C1)C(=O)c1ccc(CSC)o1 (configuration not stated)
-3	3	-1.9	-6	11	-2	-3	1	7	COc1ccccc1NC(=O)CCn1c(=S)oc2ccccc21
-7	0	-1.7	10	2	-15	6	2	5	CCOC(=O)CNC(=O)CSc1nc(-c2ccc(OC)cc2)ns1
2	-4	0.8	-18	1	2	-2	3	2	O=C(Nc1ccc2c(c1)N(Cc1ccccc1)C(=O)c1ccccc1S2)NC1CC1
-3	10	-0.4	-11	-5	-4	-6	0	2	CCc1cccc(C)c1NS(=O)(=O)Cc1ccccc1
4	4	-0.5	10	5	-1	2	0	4	CCn1c(SCC(=O)Nc2nc(C)cs2)nnc1-c1cccnc1
-5	5	-0.3	7	3	-4	-7	4	4	COC(=O)C1=C(C)NC(=O)/C1=C\c1cc(C)n(-c2ccc(F)cc2)c1C
5	1	0.5	-2	14	3	-1	1	-1	Cn1nc(C(=O)NNC(=O)c2ccccc2Br)c2ccccc2c1=O
-2	-8	-1.5	5	6	-1	5	2	-6	COCCN1C(=O)C(=O)/C(=C(/O)c2ccc(S(=O)(=O)N3CCCCC3)cc2)C1c1ccc(O)c(OC)c1 (configuration not stated)
-36	24	11	-30	-10	4	-10	30	11	CN(C)CCCNc1nc2sc3c(c2c(=O)n1CCc1ccccc1)CCCCC3
1	5	-0.5	-2	6	-1	-2	1	-7	Cc1nn(C)c(C)c1S(=O)(=O)N(CC(=O)NCCCOC(C)C)c1ccc(C(C)C)cc1
-4	1	0.4	-7	-4	0	-7	5	4	COc1ccc(OCC(=O)Nc2cccc(NC(=O)c3ccco3)c2)cc1
-5	2	1.0	32	-5	-1	5	0	-1	OCCN(Cc1ccccc1)CC1CC2C=CC1C2 (configuration not stated)
1	-16	-4.6	27	1	-3	-4	1	4	N#Cc1c(NC(=O)CCCl)sc2c1CCCCC2
4	-5	-2.1	-1	8	-3	5	3	1	Cc1cc(C)c(C)c(S(=O)(=O)NCC(=O)Nc2ccccc2F)c1C
1	-3	-1.7	11	0	-2	-7	2	1	CCCCN1C(=O)NC(NS(=O)(=O)c2ccc(N)cc2)(C(F)(F)F)C1=O (configuration not stated)

# Sorted by molar mass (low to high): some entries from above.
CHRM4 PAM	CHRM4 antagonist	CRFBP-R2 agonist	CRFBP-R2 block	CHRM1 PAM	CHRM5 agonist	CHRM5 PAM	M4 ag	CHRM5 antagonist	SMILES
4	-5	-2.1	-1	8	-3	5	3	1	Cc1cc(C)c(C)c(S(=O)(=O)NCC(=O)Nc2ccccc2F)c1C
1	-3	-1.7	11	0	-2	-7	2	1	CCCCN1C(=O)NC(NS(=O)(=O)c2ccc(N)cc2)(C(F)(F)F)C1=O (configuration not stated)
-36	24	11	-30	-10	4	-10	30	11	CN(C)CCCNc1nc2sc3c(c2c(=O)n1CCc1ccccc1)CCCCC3

# Additional compounds:
CHRM4 PAM	CHRM4 antagonist	CRFBP-R2 agonist	CRFBP-R2 block	CHRM1 PAM	CHRM5 agonist	CHRM5 PAM	M4 ag	CHRM5 antagonist	SMILES
-2	-8	4.2	-17	9	1	-1	1	-3	COCc1cc(C)n(CC(=O)NC(C)c2ccccc2)c(=O)c1C#N (configuration not stated)
6	-11	0.4	0	6	1	0	2	0	Cc1csc2nc(O)c(C(=O)NCC3CCCO3)c(=O)n12 (configuration not stated)
9	-12	-0.7	-11	0	-3	1	3	-7	CN(C)N1C(N)=C(C#N)C(c2ccc(Br)cc2)C2=C1CCCC2=O (configuration not stated)
7	-11	6.2	-7	4	3	-1	6	-4	Cc1cccc(-n2ncc3c(N4CCOCC4)ncnc32)c1
-1	7	1.2	-3	-10	0	-4	0	11	COc1ccc(S(=O)(=O)N2CCOCC2)cc1NC(=O)c1ccc(Cl)cc1
8	4	-0.8	3	7	0	6	-1	-4	CC(=O)Oc1c(S(=O)(=O)c2ccccc2)c(C)nn1C(C)(C)C
-9	6	x	x	-10	-3	-7	1	-8	CC1(Oc2ccc(CC#N)cc2)CCN(Cc2ccccc2OC(F)F)C1 (configuration not stated)
4	-10	7.0	29	9	-3	1	3	9	O=C1c2ccc3c4c(ccc(c24)C(=O)N1CCCCO)C(=O)N(CCCCO)C3=O
-2	-5	0.0	3	-1	6	-10	7	9	COCCCn1c(SCC(=O)NCc2ccccc2)nc2ccccc2c1=O
17	-9	-1.4	-5	-3	-3	0	0	6	CCc1ccc(CN(C(=O)c2ccco2)C2CCS(=O)(=O)C2)cc1 (configuration not stated)
-9	1	-0.3	-5	1	5	-5	6	3	COc1ccc(CCNC(=O)c2cnc3scc(C)n3c2=O)cc1OC
8	-1	-1.3	-2	8	3	8	3	2	CC(C)CC(=O)Nc1ccc([N+](=O)[O-])cc1Cl
0	-11	-3.1	25	6	-4	-9	2	-1	Cc1cc(C)c(S(=O)(=O)NCC23C=CC(O2)C2C(=O)N(c4ccccc4)C(=O)C23)c(C)c1 (configuration not stated)
3	6	-0.6	3	6	0	-16	4	10	O=C(NCCc1ccccc1)c1ccc2c(c1)S(=O)(=O)N=C1CCCCCN12
-4	-7	-0.8	-17	0	-2	-9	0	18	C/C(=N\NC(=O)CCC(=O)O)c1c(-c2ccccc2)c2cc(Br)ccc2[nH]c1=O
-1	1	0.5	-9	0	-1	4	1	8	Cc1ccc2c(c1)C(=C(C#N)C#N)C(=O)N2CCN1CCCCC1
-7	1	-1.0	8	-18	-7	-13	2	1	CC(=O)N1CCN(c2ccc([N+](=O)[O-])cc2)CC1
-3	-3	-2.7	6	1	1	-2	3	-4	Cc1ccccc1C(=O)c1c[nH]c(C(=O)NCc2cccs2)c1
10	-7	0.9	1	16	-1	0	1	4	Cc1cc(C)nc(Sc2ccc3nnc(C(F)(F)C(F)(F)C(F)(F)F)n3n2)n1
6	-5	0.5	2	4	4	-8	6	1	COC(=O)/C=c1/sc2nc3ccccc3n2c1=O
